Bioassay records as filed in PubChem.
N370S GC – qHTS Assay for Inhibitors and Activators of N370S glucocerebrosidase as a Potential Chaperone Treatment of Gaucher Disease; Lysosomal acid glucosylceramidase (Homo sapiens), P04062; actives 0.092% (n = 330,000); Potency, µM (doses to about 59.4 µM), inactives show top-dose activity change, negative = inhibition, usual class: inhibitors; N370S GC spleen homogenate, 4MU-glucoside fluorescence;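 also: 0% = full enzyme activity and -100% = no enzyme basal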
KAT2A inh – qHTS Assay for Inhibitors of GCN5L2; Potency, µM (titrated, usually from 58.9 µM), for the others: top-dose activity change, negative = inhibition, hits mostly inhibitors; Histone acetyltransferase KAT2A (Homo sapiens), Q92830; actives 0.21% (n = 390,000); AID 504327, 2011; GCN5L2 HAT assay, ThioGlo1 CoA-SH fluorescence
Target sequence (Q92830 whole entry, looked up): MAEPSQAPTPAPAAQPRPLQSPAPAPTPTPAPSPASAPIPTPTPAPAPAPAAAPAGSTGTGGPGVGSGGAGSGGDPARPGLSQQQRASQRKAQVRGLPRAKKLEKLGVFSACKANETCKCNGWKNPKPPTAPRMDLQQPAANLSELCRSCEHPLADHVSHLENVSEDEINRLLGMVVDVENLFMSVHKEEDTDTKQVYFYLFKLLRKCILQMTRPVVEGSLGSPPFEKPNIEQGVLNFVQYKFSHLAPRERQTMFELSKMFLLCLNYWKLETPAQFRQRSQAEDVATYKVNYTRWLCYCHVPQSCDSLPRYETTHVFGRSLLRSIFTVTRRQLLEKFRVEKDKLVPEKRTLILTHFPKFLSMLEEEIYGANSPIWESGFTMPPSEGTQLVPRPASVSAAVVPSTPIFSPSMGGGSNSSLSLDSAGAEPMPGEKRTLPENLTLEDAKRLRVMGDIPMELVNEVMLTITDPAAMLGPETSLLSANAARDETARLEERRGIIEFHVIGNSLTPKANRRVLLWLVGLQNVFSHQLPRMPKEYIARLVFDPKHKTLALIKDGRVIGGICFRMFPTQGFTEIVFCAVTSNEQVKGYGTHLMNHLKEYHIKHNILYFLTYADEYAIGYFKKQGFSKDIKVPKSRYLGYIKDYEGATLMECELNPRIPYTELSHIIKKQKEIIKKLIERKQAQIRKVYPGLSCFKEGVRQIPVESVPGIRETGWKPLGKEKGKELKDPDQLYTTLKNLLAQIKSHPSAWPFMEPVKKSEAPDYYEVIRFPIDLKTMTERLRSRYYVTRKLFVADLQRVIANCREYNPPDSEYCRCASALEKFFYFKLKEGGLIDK
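Free CoA generated was detected with ThioGlo1 (50uM) fluorescence at Ex340nm/Em540nm, read immediately and after 20 min at room temperature. Enzyme, 20 nM in HEPES pH 7.5 buffer, saw compounds 15 min before adding 75uM H3(1-25) peptide and 70uM acetyl-CoA.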
FEN1 inh – qHTS Assay for the Inhibitors of Human Flap endonuclease 1 (FEN1) | P39748 | Recombinant FEN1 flap cleavage, fluorescence, 15 min | AID 588795, 2011 | actives 0.35% (n = 390,000) | Potency, µM (highest dose often 114 µM), for the others: at the highest dose activity change, negative = inhibition, most hits filed as inhibitors; also: nearly all actives have a fitted effect of over 65% in size
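FEN1 at 10 nM preincubated with compounds 15 min at room temperature, then flap DNA substrate added at 50 nM final. Signal read at 0 and 15 min; concentration-response fitted with four-parameter Hill equation.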
Numbers without * were called inactive; ? = inconclusive; . = not tested or not shown; & = joins results of further samples; [ ] = dose if it differs, or a comment. Calls follow the shape of the dose curve; as a rule, active = well fitted curve in the direction sought with a large enough effect; inconclusive = small, poorly fitted or top-dose-only effect, or another doubt; inactive = no such curve, though single readings can be large; an effect the other way counts as inactive or inconclusive. Unless noted, % is scaled to controls: 0 for no effect and ±100 for the full control effect; potency is read from the fitted curve at half-maximal effect.

N370S GC | FEN1 inh | KAT2A inh | Compound
7.2% | -18.3% | -11.5% | CC1(C)Cc2cccc(OCC(=O)N3CCN(c4ccc([N+](=O)[O-])cc4)CC3)c2O1
-7.3% | -14.8% | -1.5% | COc1cccc(/C=C(/C#N)c2nc3ccccc3[nH]2)c1OC(C)C(=O)O (stereo not drawn)
-1.4% | 15.7% | -5.5% | Cc1ccc(-n2nc3c(=O)n(C(C)C(=O)NCCC4=CCCCC4)nc(C)c3c2C)cc1 (stereo not drawn)
-0.4% | 2.4% | -2.3% | COCCN(CCOC)CC(O)COC(c1ccccc1)c1ccccc1 (stereo not drawn)
9.7% | -20.2% | -12.2% | CCOC(=O)c1ccccc1NC1c2ccccc2C(=O)N1C1CCN(C(=O)OCC)CC1 (stereo not drawn)
. | 18.2% | -1.7% | CCCn1c(CCCNC(=O)c2ccccc2OC)nc2ccccc21
3.7% | -1.6% | -3.8% | O=C(O)CC1C(=O)NCCN1Cc1cccs1 (stereo not drawn)
. | 2.6% | -5.5% | NS(=O)(=O)c1cccc(C(=O)OCC(=O)NC2CCCc3ccccc32)c1 (stereo not drawn)
? | -1.7% | -19.2% | COCCN(C(=O)COC(=O)c1cc2ccccc2cc1OC)c1c(N)n(Cc2ccccc2)c(=O)[nH]c1=O
-4.4% | 1.5% | -15.9% | CCn1ccc(=O)c2cc3c(cc21)OCO3
5.4% | -18.1% | -1.5% | CCOc1ccc(NS(=O)(=O)c2ccc(OC)c(C)c2)cc1
. | -2.9% | -13.5% | Cc1cccc(CNC(=O)CS(=O)(=O)c2cccc3nsnc23)c1

Additional results
N370S GC | FEN1 inh | KAT2A inh | Compound
-14.9% | 2.5% | -2.9% | CN(C)S(=O)(=O)c1cccc(NC(=S)N/N=C/c2ccco2)c1
-16.8% | -8.3% | 22.4% | O=C(CSc1nccn1-c1ncc(C(F)(F)F)cc1Cl)c1ccc(Cl)cc1
-4.8% | -17.4% | -2.4% | Cc1onc(-c2ccccc2)c1C(=O)N1CCN(S(=O)(=O)c2ccccc2Br)CC1
14.2% | ? | 2.8% | Cc1nn2c3ccccc3nc2c2ccccc12
. | -4.2% | -1.6% | CN=C(Nc1cccc(S(=O)(=O)N2CCOCC2)c1)c1ccccc1
. | 15.7% | -8.4% | CCc1ccc(CSc2nc(-c3ccccc3F)nc3c2Cc2c(CO)cnc(C)c2O3)cc1
6.5% | ? | -1.5% | CC(Cc1cccs1)NC(=S)Nc1ccc(Cl)cc1 (stereo not drawn)
. | -15.1% | -3.4% | CO[C@@H]1[C@@H](OC2OC(C)C(OC3CC(C)(O)C(OC(=O)CC(C)C)C(C)O3)C(N(C)C)C2O)[C@@H](CC=O)C[C@@H](C)C(=O)/C=C\C2O[C@H]2C[C@@H](C)OC(=O)C[C@H]1OC(C)=O (stereo partly drawn)
-6.8%&0.2% | -7.5%&-4.0% | -10.8% | CCN(CC)CCC(c1ccc(OC)cc1)c1c(O)cc(OC)cc1OC (stereo not drawn)
. | -23.3% | -1.9% | O=S(=O)(c1ccc(Br)s1)N1CCN(CCc2ccccc2)CC1
-9.4% | 11.9% | -7.1% | COc1ccc(-c2nnc3n2CCCCC3)cc1OC
-17.5% | 9.1% | -0.9% | CCOC(=O)C(NC(C)=O)(Nc1cccc(F)c1)C(F)(F)F (stereo not drawn)

(cont.)
N370S GC | FEN1 inh | KAT2A inh | Compound
-4.3% | -3.6% | -20.6% | CS(=O)(=O)N(CC(=O)Nc1ccc2c(c1)OCCO2)c1ccc2c(c1)OCO2
. | -8.9% | -12.0% | CC(=O)Nc1ccc(C2Sc3ccccc3NC3=C2C(=O)c2ccccc23)cc1 (stereo not drawn)
8.0% | -0.2% | -3.0% | CC(C)c1csc(CN2CCC(N3CCC(C(=O)NCC4CCCO4)CC3)CC2)n1 (stereo not drawn)
-4.3% | 4.6% | 1.2% | S=c1[nH]ccn1CCc1ccccc1
? | 1.5% | 0.3% | CCOCCCNC(=O)c1c[nH]c2cc(C)ccc2c1=O
? | 5.6% | -0.7% | Cn1c(=O)c2c(ncn2CC(=O)OCC(=O)NCc2ccccc2Cl)n(C)c1=O
-7.7% | 3.5% | -1.9% | O=C1CCCN1CCCNS(=O)(=O)c1ccccc1
9.3% | 2.7% | -4.2% | CCOC(=O)N1CCC(NS(=O)(=O)c2ccc(NC(C)=O)c(Cl)c2)CC1
? | 0.4% | -11.2% | COc1ccc(NC(=O)c2sc3nc(N4CCCC4)c4c(c3c2N)CC(C)(C)OC4)cc1
. | -1.4% | -4.4% | Cc1cccc(C)c1NC(=O)COC(=O)CNC(=O)C1CCCCC1
-25.6% | -3.4% | -15.6% | Cc1ccc(NC(=O)c2sc3ncn(CC(=O)N4CCOCC4)c(=O)c3c2C)c(Br)c1
3.9%[2.35 µM] | -13.8% | -0.2% | Cc1cccc(-n2nnnc2SCC(=O)NCCN2C(=O)CSC2=O)c1

3 compounds out of the list, ordered by SMILES length, highest first:
N370S GC | FEN1 inh | KAT2A inh | Compound
? | 0.4% | -11.2% | COc1ccc(NC(=O)c2sc3nc(N4CCCC4)c4c(c3c2N)CC(C)(C)OC4)cc1
? | 5.6% | -0.7% | Cn1c(=O)c2c(ncn2CC(=O)OCC(=O)NCc2ccccc2Cl)n(C)c1=O
-7.7% | 3.5% | -1.9% | O=C1CCCN1CCCNS(=O)(=O)c1ccccc1

Further results.
N370S GC | FEN1 inh | KAT2A inh | Compound
. | -1.1% | -13.2% | Cc1cc(C)c2nc(N(Cc3cccnc3)C(=O)c3ccc(S(=O)(=O)N(C)C)cc3)sc2c1
-6.3% | 5.8% | -5.0% | O=C(N1CCOCC1)N1CCN(S(=O)(=O)c2ccc(Cl)cc2)CC1
-4.3% | -4.8% | 0.8% | O=C1NC(=S)N/C1=C\c1ccc(N2CCOCC2)cc1
-8.4% | -8.7% | 0.9% | COc1cc(-n2c(C)nc3cc(C(=O)NCC4CCCO4)ccc32)cc(OC)c1OC (stereo not drawn)
10.2% | -3.0% | -26.3% | O=C(NCc1ccco1)c1sc2cccc(F)c2c1Cl
8.0% | -7.5% | -22.7% | O=C(Nc1cccc(-c2cnc3ccccc3n2)c1)c1ccco1
0.3% | -7.7% | -10.0% | CC1CC1C(=O)Nc1nc(-c2ccc(Cl)s2)cs1 (stereo not drawn)
2.8% | -2.3% | -1.1% | O=C(NC1CCCCC1)C(=O)c1c[nH]c2ccccc12
. | 39.9%[activator] | 9.8% | Cc1ccc(-c2nc(CCNC(=O)C(=O)Nc3c(C)cccc3C)cs2)cc1
10.7% | 0.8% | -4.8% | CCCc1c(O)nc(SCC(=O)NCc2ccco2)[nH]c1=O
-15.3% | 23.2% | -24.6% | CN1CCN(C(=O)c2cccn(Cc3ccc(C(F)(F)F)cc3)c2=O)CC1
2.9% | 5.9% | -4.9% | CC(C)(C)Nc1nc(OCC(F)(F)F)nc(OCC(F)(F)F)n1

(listing goes on)
N370S GC | FEN1 inh | KAT2A inh | Compound
4.0% | -0.5% | -8.0% | CCC1(C)Cc2nc3[nH]c(=S)n(-c4ccc(C)cc4)c(=O)c3cc2CO1 (stereo not drawn)
9.0% | -3.9% | -15.5% | CC(C)C1Cc2c(sc3ncnc(NN)c23)CO1 (stereo not drawn)
9.4% | 0.0% | -21.9% | Cc1c(C(=O)Nc2c(C)n(C)n(-c3ccccc3)c2=O)oc2ccccc12
-16.9% | 23.1% | -0.1% | Cc1ccc(CC(=O)Nc2ccc(S(=O)(=O)Nc3ncccn3)cc2)cc1
5.6% | -2.8% | -4.8% | O=c1c2ccccc2nc(SCc2cc(F)ccc2F)n1C1CCCC1
-4.0% | -9.4% | -4.3% | N#C/C(=C\c1cccc(Oc2ccccc2)c1)C(=O)N1CCOCC1
-14.2% | -13.7% | -3.4% | CC(C)c1ccc(NC(=O)C2CCN(S(=O)(=O)c3ccc4c(c3)C(C)(C)C(=O)N4C)CC2)cc1
16.2% | -18.2% | -3.3%[0.501 µM] | COc1cc2c(cc1NC(=O)c1cccnc1)oc1ccccc12
14.2% | 1.0% | -1.4% | CCOc1ccc(C(C)=O)cc1COC(=O)c1cccnc1SC
0.8% | 10.4% | -12.9% | COc1cc(S(=O)(=O)N2CCN(c3ccc(F)cc3)CC2)ccc1Cl
3.4% | 4.6% | 66.9% | CC(NC(=S)Nc1ccccc1OC(F)F)C(C)(C)C (stereo not drawn)
2.8% | -14.7% | -7.3% | C(=C\c1ccccc1)/CN1CCN(c2ncnc3c2oc2ccccc23)CC1

Three entries from above in another layout:
Molecule	N370S GC	FEN1 inh	KAT2A inh
COc1cc2c(cc1NC(=O)c1cccnc1)oc1ccccc12	16.2%	-18.2%	-3.3%[0.501 µM]
CCOc1ccc(C(C)=O)cc1COC(=O)c1cccnc1SC	14.2%	1.0%	-1.4%
COc1cc(S(=O)(=O)N2CCN(c3ccc(F)cc3)CC2)ccc1Cl	0.8%	10.4%	-12.9%

The listing continues.
N370S GC | FEN1 inh | KAT2A inh | Compound
. | -2.4% | -10.6% | COc1ccccc1NC(=O)c1c(C)cc(C)nc1SCC(=O)Nc1cccc(C)c1
-22.3% | -1.2% | -5.2% | CN(C)c1nc(C(F)(F)F)cc(=O)[nH]1
-7.2% | -0.5% | -2.2% | O=C(NC(=S)NNC(=O)c1ccccc1O)c1ccccc1
2.7% | 4.4% | -4.5% | Cc1ccc(NC2CC(=O)N(c3ccc(C)cc3)C2=O)cc1 (stereo not drawn)
-6.2% | -4.9% | -6.5% | COc1ccc(/C=N/Nc2nc3ccccc3c(=O)n2-c2ccccc2)cc1OC
4.0% | -1.3% | 0.6% | O=C(N/N=C/c1coc2ccccc2c1=O)c1ccc(Cl)cc1
. | -3.5% | 4.2% | COc1ccc(CN(C)c2ccc(S(=O)(=O)N3CCN(C)CC3)cc2[N+](=O)[O-])cc1OC
17.3% | ? | -15.4% | CC(C)C[C@H](NC(=O)c1nc[nH]c1C(=O)NCc1ccc(CNC(=O)OC(C)(C)C)cc1)C(=O)OC(C)(C)C
8.3% | -0.6% | -2.4% | O=C(Nc1nc2ccc([N+](=O)[O-])cc2s1)c1ccncc1
. | -17.4% | -2.2% | COc1ccc(CNC(=O)CS(=O)Cc2nc(-c3cccc(C)c3)oc2C)cc1 (stereo not drawn)
-0.3% | -9.4% | -5.1% | COc1ccc2c(c1)CCC1=C2NC(=S)NC1c1ccc(N(C)C)cc1 (stereo not drawn)
-5.7% | -22.1% | -1.3% | CN(CC(CC(=O)Nc1nncs1)c1ccccc1)S(=O)(=O)c1ccc(Br)cc1 (stereo not drawn)

(further entries)
N370S GC | FEN1 inh | KAT2A inh | Compound
-7.4% | 4.1% | -2.5% | COC(=O)/C(C(C)=O)=C(/C=C/C=C/N(C)C)N(C)C
? | -11.3% | -1.4% | CCNC(=S)N(CCCN(CC)CC)Cc1cc2cc3c(cc2[nH]c1=O)OCO3
. | 23.6% | -3.5% | COC(=O)c1ccc(NC(=O)C(=O)NCCc2csc(-c3ccc(F)cc3)n2)cc1
. | -7.4% | -10.4% | COC(=O)c1cc(C)nc2c1c(C)nn2-c1ccccc1
-12.2% | 11.9% | -16.0% | CCN(CC)CCNC(=O)c1cn(CC)c2cc(N3CCN(C)CC3)c(F)cc2c1=O
-1.4% | -18.7% | 12.2% | Cc1c(CCC(=O)O)c(=O)oc2c(C)c3occ(-c4ccc(Br)cc4)c3cc12
-8.3% | 0.3% | 8.0% | COc1ccc(CN2C(=O)C3C4C=CC(C4)C3C2=O)cc1 (stereo not drawn)
-5.5%[2.35 µM] | -12.0% | -2.8% | CC(=O)Nc1ccc(OC/C=C(\C)Cl)cc1
-6.1% | 12.3% | -5.2% | Cc1cc(C)cc(C(=O)Nc2cc3c4c(c2)CC(=O)N4CCC3)c1
0.9% | -7.5% | -10.3% | CCN1C(=O)c2ccc(C(=O)Nc3nccs3)cc2C1=O
-2.3% | -2.0%&-17.8% | -6.7%&-3.0% | CC1CCCCN1CCCNC(=O)CN1C(=O)c2cccnc2Oc2ccccc21 (stereo not drawn)
-0.8% | 0.2% | 0.5% | CCOC(CNC(=O)C(=O)NCC(c1ccco1)N1CCN(c2ccc(OC)cc2)CC1)OCC (stereo not drawn)

(listing goes on)
N370S GC | FEN1 inh | KAT2A inh | Compound
-3.7% | -6.8% | -1.5% | CCOc1ccc(CCNC(=O)COC(=O)c2ccc3c(c2)OCCO3)cc1OCC
3.1% | 3.3% | -5.6% | CC1(C)CC(=O)C=C(NCC(=O)O)C1
. | 1.5% | 4.8% | CC(C(=O)Nc1ccc(S(=O)(=O)N2CCCC2)cc1)N(C)Cc1ccc(F)cc1 (stereo not drawn)
9.6% | -3.6% | -2.8% | O=[n+]1cc(-c2ccc(Br)cc2)n([O-])c2c1CCC2
-9.1% | -6.0% | -6.3% | Cc1ccc(NC(=O)CN2C(=O)NC3(CCC(C)CC3)C2=O)c(Cl)c1 (stereo not drawn)
